TR SRC2 fluor cs = Texas Red fluorescence interference in TRb-SRC2 counter-screen; actives 0.29% (n = 280,000); Potency, µM (doses to about 106 µM), for inactives: top-dose fluorescence change, negative = quenching; TRb/SRC2 Texas Red total fluorescence interference; active = well fitted curve in either direction with a large enough effect; inconclusive = small, poorly fitted or top-dose-only effect; also: potency is read from the fitted curve at half-maximal effect; % is scaled to controls: 0 for no effect and ±100 for the full control effect
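Human TRb ligand-binding domain at 0.6 uM with 20 nM Texas Red SRC2 peptide in Tris buffer containing 1 uM T3 and 5% DMSO, incubated with compound 5 h at ambient temperature. Total fluorescence (555/632 nm) calculated as parallel + 2 × perpendicular.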
CBFb RUNX1 block = inhibitors of human CBF-beta and RUNX1 interaction; Q01196+Q13951; AlphaScreen CBFb-His/RUNX1-biotin binding, biochemical; Potency, µM (doses to about 59.8 µM), inactives show at the highest dose activity, negative = inhibition, usual class: inhibitors; 230,000 tested, under 10 active; also: % of control where 0% means no effect
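AlphaScreen proximity signal reports loss of binding between His-tagged CBF-beta and biotin-labelled RUNX1, each at 30 nM. Proteins are pre-associated for 20 minutes, compounds added for 15 minutes, then beads for 90 minutes, all at ambient temperature.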
Tau fibril FP = inhibitors of human tau fibril formation; K18 P301L tau heparin fibrillization, Alexa594 FP, 6 h; P10636; actives 0.39% (n = 280,000); Potency, µM (series often up to 57.7 µM), for inactives: at the highest dose activity, negative = inhibition, usual class: inhibitors; AID 1468; also: potency is read from the fitted curve at half-maximal effect; % is scaled to controls: 0 for no effect and ±100 for the full control effect; nearly all actives have a fitted effect of over 55% in size
Target sequence (P10636 561-689 P618L limits assumed): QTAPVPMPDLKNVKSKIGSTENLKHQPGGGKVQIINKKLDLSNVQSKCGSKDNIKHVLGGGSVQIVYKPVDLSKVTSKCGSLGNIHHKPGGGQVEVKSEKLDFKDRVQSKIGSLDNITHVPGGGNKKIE
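Read-out: fluorescence polarization of Alexa 594-labeled tau (0.24 uM), 555 nm excitation, 632 nm emission. Mixtures held 15 uM unlabeled K18 P301L, compound and 20 uM heparin, pH 7 acetate buffer, incubated 6 hr at 37 C.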
TRb SRC2 PPI = disrupts binding of human TR beta to SRC2 | P10828 | TRbeta-SRC2 peptide binding, fluorescence polarization; receptor liganded with 1 µM T3 | Potency, µM (highest dose often 106 µM), inactives show at the top dose activity change, negative = inhibition, hits mostly inhibitors | actives 0.065% (n = 280,000) | AID 1469;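 also: potency is read from the fitted curve at half-maximal effect; plate controls were bound peptide for no effect and peptide without receptor for full effect; nearly all actives have a fitted effect of over 50% in size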
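Each compound concentration gave % activity, normalized to unbound and bound Texas Red SRC2 controls, from polarization read after 5 hr ambient incubation with T3-loaded human TRb LBD.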
Tau fluor cs = counter-screen for tau fibril formation inhibitors; tau K18 P301L Alexa594 fluorescence, heparin fibrillization; Potency, µM (top dose mostly 57.7 µM), for the others: at the top dose activity change, negative = decrease; actives 0.93% (n = 280,000); AID 1463; also: potency is read from the fitted curve at half-maximal effect; % is scaled to controls: 0 for no effect and ±100 for the full control effect; nearly all actives have a fitted effect of over 55% in size
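Human tau K18 P301L (15 uM unlabeled, 0.24 uM Alexa 594-labeled) in 100 mM sodium acetate pH 7 with 20 uM heparin, 6 hr at 37 C. ThT 30 uM added, 1 hr ambient; Alexa 594 FP and total fluorescence read at 555/632 nm.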
NPSR antag = antagonists of human neuropeptide S receptor cAMP signaling; Potency, µM (doses to about 38.3 µM), for inactives: at the top dose activity change, negative = inhibition, hits mostly inhibitors; AID 1461; Q6W5P4; actives 1% (n = 220,000); CHO-NPSR cells, cAMP TR-FRET, antagonist mode; also: potency is read from the fitted curve at half-maximal effect; % is scaled to controls: 0 for no effect and ±100 for the full control effect; nearly all actives have a fitted effect of over 50% in size; many of its hits are not listed in these tables
Target sequence (Q6W5P4 whole entry, looked up): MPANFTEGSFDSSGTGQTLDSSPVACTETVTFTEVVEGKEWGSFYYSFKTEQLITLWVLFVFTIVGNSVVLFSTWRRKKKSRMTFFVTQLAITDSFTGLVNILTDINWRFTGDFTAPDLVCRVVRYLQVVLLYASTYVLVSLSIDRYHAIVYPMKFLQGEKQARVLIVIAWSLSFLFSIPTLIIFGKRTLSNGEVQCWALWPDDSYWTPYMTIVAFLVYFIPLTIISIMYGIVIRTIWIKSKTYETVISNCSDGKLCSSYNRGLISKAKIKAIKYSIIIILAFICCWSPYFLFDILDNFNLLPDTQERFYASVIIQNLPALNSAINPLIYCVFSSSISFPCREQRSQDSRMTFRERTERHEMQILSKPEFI
Epigenetic derep = epigenetic control regulation, reporter derepression. murine LDR cells, GFP reporter derepression, 30 h. actives 0.2% (n = 280,000). Potency, µM (titrated, usually from 53.9 µM), inactives show at the highest dose GFP activation, usual class: activators. AID 1865; also: potency is read from the fitted curve at half-maximal effect; % of control where 0% means no effect; nearly all actives have a fitted effect of over 60% in size
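Reporter derepression read as number of fluorescent GFP-positive objects, 20-120 um in size, counted by laser-scanning cytometer. Mouse LDR line with an epigenetically silenced CMV-GFP locus; compound incubation 30 h, 37 C.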
aGal spleen mod = inhibitors or activators of human alpha-galactosidase in spleen homogenate | Potency, µM (doses to about 80 µM), for inactives: top-dose activity change, negative = inhibition, usual class: inhibitors | human spleen homogenate, 4MU-alpha-Gal fluorescence, 40 min | actives 0.008% (n = 240,000) | AID 2107;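 also: potency is read from the fitted curve at half-maximal effect; 0% = enzyme with vehicle and -100% = no enzyme basal signal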
Target sequence (P06280 32-429 limits assumed): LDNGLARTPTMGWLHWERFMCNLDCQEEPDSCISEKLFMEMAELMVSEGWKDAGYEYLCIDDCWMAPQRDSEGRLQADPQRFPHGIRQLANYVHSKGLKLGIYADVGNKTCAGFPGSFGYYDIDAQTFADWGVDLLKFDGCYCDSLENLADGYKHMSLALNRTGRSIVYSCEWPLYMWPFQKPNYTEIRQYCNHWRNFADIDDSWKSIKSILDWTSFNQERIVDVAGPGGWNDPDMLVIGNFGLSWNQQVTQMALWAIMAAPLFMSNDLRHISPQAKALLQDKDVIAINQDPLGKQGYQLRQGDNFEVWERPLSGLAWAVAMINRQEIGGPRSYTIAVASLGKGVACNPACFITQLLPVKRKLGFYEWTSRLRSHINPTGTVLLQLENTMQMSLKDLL
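Spleen homogenate 1 ug + cpd (titration) + 4-MU-alpha-D-galactopyranoside 1 mM; 37C 40 min; 50 mM citrate/phosphate pH 5.0, 0.01% Tween-20; stop pH 10; fluorescence 365/440; AC50 via Hill.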
* = called active by the depositor; ? = inconclusive; . = no result given; & = joins results of further samples; [ ] = another dose, or the depositor's remark. Unless noted, calls follow the shape of the dose curve; as a rule, active = well fitted curve in the direction sought with a large enough effect; inconclusive = small, poorly fitted or top-dose-only effect, or another doubt; inactive = no such curve, though single readings can be large; an effect the other way counts as inactive or inconclusive. An excerpt. The share of hits here may be higher or lower than overall.

SMILES	TR SRC2 fluor cs	CBFb RUNX1 block	Tau fibril FP	TRb SRC2 PPI	Tau fluor cs	NPSR antag	Epigenetic derep	aGal spleen mod
CN(C)c1ccc(C2N(C(=O)N3CCOCC3)CCN2S(=O)(=O)c2ccccc2)cc1 (stereo unspecified)	2%	1%	-9%	0%	-6%	-1%[46.1 µM]	1.9%	-3%
COc1ccccc1NC(=S)NCC1CCCO1 (stereo unspecified)	-1%	8%	-7%	-8%	-5%	21%	-3.2%	4%
CCOC(=O)C1(C)C=C(Nc2ccc(Br)cc2)C(=O)N1c1ccccc1 (stereo unspecified)	-2%	.	-10%	-8%	0%	.	4.0%	.
CNCC(O)c1ccc(O)c(O)c1 (stereo unspecified)	1%&0%	13%&-14%	2%&-7%	1%&3%	-4%&-19%	?	-0.1%&-0.5%	-8%&-23%
Cc1ccc(-c2csc3nnc(SCC(=O)N4CCN(Cc5ccccc5)CC4)n23)cc1	-2%	-3%	-10%	-5%	-13%	-9%[46.1 µM]	-0.9%	4%
CC(C(=O)Nc1cccnc1)n1cc([N+](=O)[O-])cn1 (stereo unspecified)	1%	18%	3%	3%	2%	4%	-1.1%	5%
Cc1cc(-c2nnc(CCC(=O)N(C)Cc3cccc4ccccc34)o2)no1	-1%[53 µM]	-1%	-6%	5%[53 µM]	-7%	-6%	1.0%	7%
COc1ccc(-n2c(Cc3ccccc3)nnc2SCc2nc(-c3cccs3)no2)cc1	-21%	.	1%	-7%	-20%	.	-1.0%	.
Cc1c2cnn(CC(=O)N3CCN(c4ccc(F)cc4)CC3)c(=O)c2c(C)n1Cc1ccc(F)cc1	-1%	.	-1%	1%	-1%	.	-1.3%	.
Cc1cc(C(F)F)n2ncc(C(=O)N3CCCCC3)c2n1	3%	-3%	0%	-1%	5%	-4%[46.1 µM]	-2.0%	5%

3 compounds out of the list, sorted by heavy-atom count, rising:
SMILES	TR SRC2 fluor cs	CBFb RUNX1 block	Tau fibril FP	TRb SRC2 PPI	Tau fluor cs	NPSR antag	Epigenetic derep	aGal spleen mod
CNCC(O)c1ccc(O)c(O)c1 (stereo unspecified)	1%&0%	13%&-14%	2%&-7%	1%&3%	-4%&-19%	?	-0.1%&-0.5%	-8%&-23%
Cc1ccc(-c2csc3nnc(SCC(=O)N4CCN(Cc5ccccc5)CC4)n23)cc1	-2%	-3%	-10%	-5%	-13%	-9%[46.1 µM]	-0.9%	4%
Cc1c2cnn(CC(=O)N3CCN(c4ccc(F)cc4)CC3)c(=O)c2c(C)n1Cc1ccc(F)cc1	-1%	.	-1%	1%	-1%	.	-1.3%	.

Additional compounds follow:
SMILES	TR SRC2 fluor cs	CBFb RUNX1 block	Tau fibril FP	TRb SRC2 PPI	Tau fluor cs	NPSR antag	Epigenetic derep	aGal spleen mod
Cc1c([N+](=O)[O-])cc(C(=O)Nc2ccc(Cc3ccncc3)cc2)cc1[N+](=O)[O-]	-3%	?	18%	4%	?	0%	1.1%	-11%
CCCNC(=O)C1CCN(S(=O)(=O)c2cccc3nonc23)CC1	-1%	-4%	-2%	3%	-1%	7%	7.4%	5%
C/C(=N\NS(=O)(=O)c1ccc(Cl)c([N+](=O)[O-])c1)c1ccc(C)o1	-3%	2%	-8%	-16%	?	-7%[46.1 µM]	-3.0%	-3%
COc1ccc(C(=O)N2CCC(C(=O)c3c(C)cc(C)cc3C)CC2)cc1	0%	13%	9%	-5%	-8%	26%	-2.8%	-6%
COc1ccc2[nH]c(C)c(CCN(Cc3cccs3)C(=S)Nc3ccccc3OC)c2c1	-2%	-22%	8%	-3%	?	-26%[46.1 µM]	-0.8%	2%
CCC(=O)NC(Nc1cccc(C)n1)(C(F)(F)F)C(F)(F)F	-2%	6%	1%	-18%	-6%	-3%[46.1 µM]	0.0%	-3%
CCCC(=O)NCc1ccncc1	-1%	7%	-3%	-3%	13%	12%	2.2%	-1%
Cc1cc(NC(=O)COC(=O)c2ccco2)no1	6%	3%	0%	6%	0%	10%	-0.7%[10.1 µM]	3%
CCOC(=O)N1CCN(C(=O)c2ccccc2NC(=O)c2ccc(OC)cc2)CC1	2%	-10%	0%	-23%	3%	-9%[46.1 µM]	0.0%	11%
Cc1ccc(CNC(=O)Cn2cc(S(=O)(=O)Cc3ccccc3Cl)c3ccccc32)cc1	-11%	.	1%	1%	-12%	.	4.9%	.
CCn1c2ccccc2c2cc(CN3CCN(S(=O)(=O)CC)CC3)ccc21	-1%	0%	11%	0%	-12%	-11%	0.0%	4%
Cc1cc2n(n1)C(c1sccc1C)Nc1ccccc1-2 (stereo unspecified)	-3%	21%	-4%	-8%	-18%	-15%[46.1 µM]	-5.7%	1%
O=C(Cc1cccs1)NCc1cccs1	-6%	-6%	-6%	1%	-1%	12%[46.1 µM]	-1.6%	5%
COCCN(CC(=O)NCc1ccccc1)C(=O)CCC(=O)Nc1ccccn1	3%	8%	11%	-11%	1%	5%[46.1 µM]	0.0%	7%
Cc1ccccc1OCCNC(=S)Nc1ccccc1	-5%	-1%	-6%	-6%	-30%	-9%[46.1 µM]	2.0%	-8%
CC(NC(=O)C1CCCCC1)c1ccc2c(c1)OCCO2 (stereo unspecified)	1%	13%	5%	-20%	5%	-3%[46.1 µM]	-1.1%	-13%
Cc1cc(C)nc(SCc2cccc(C(=O)O)c2)n1	0%	7%	-5%	0%	-3%	-15%[46.1 µM]	-1.1%	14%
Cc1ccc(C(=O)N2CCC(Cc3ccccc3)CC2)cc1[N+](=O)[O-]	-2%	-6%	9%	-7%	-7%	-20%	-3.5%	-2%
Cc1ccc(N2C(S)=C(C#N)C(=O)NC2c2cccs2)cc1 (stereo unspecified)	-1%[53 µM]	0%	2%	-1%[53 µM]	10%	-49%	-1.3%	8%
CC(=O)C1=NOC(CNC(=O)c2c(-c3ccccc3Cl)noc2C)C1 (stereo unspecified)	-1%	1%	3%	6%	-1%	-10%[46.1 µM]	0.8%	3%
O=C(CSc1nc2ccccc2c(=O)n1CCCN1CCOCC1)Nc1cccc(S(=O)(=O)N2CCCCCC2)c1	0%	1%	2%	-1%	-26%	-13%	-1.8%	-1%
COc1ccc(OC)c(NC(=O)c2c(NCc3ccc(OC)c(OC)c3)sc3c2CCC3)c1	2%	.	-2%	4%	?	.	-0.2%	.
CCCc1nc(N)c(C#N)c(-c2ccco2)c1CC	-4%	-6%	6%	4%	2%	-12%[46.1 µM]	2.3%	-1%
C/C(N[C@@H]1CSCC1O)=C1/C(=O)CC2[C@@H]1C2(C)C (stereo partly specified)	0%	8%	-16%	8%	-13%	.	0.0%	0%
O=C(O)c1ccc2c(c1)OCCO2	0%	3%	1%	-3%	-6%	-7%[46.1 µM]	0.0%	4%
COc1ccc(-c2noc(CSc3nnc(Cc4ccccc4)n3-c3ccccc3)n2)cc1OC	0.28µM*[quencher]	.	4%	-23%[53 µM]	-29%	.	-1.9%	.
CCOCCCNC(=O)Cc1c(C(=O)O)[nH]c2ccc(Cl)cc12	-4%	2%	7%	-6%	3%	-3%[46.1 µM]	-1.0%	11%
c1ccc(CSc2nnc(-c3ccco3)n2Cc2ccccc2)cc1	-8%	-6%	-4%	-5%	1%	-12%[46.1 µM]	0.0%	-8%
Cc1cccn2c(=O)c(C=O)c(N3CCN(c4ccccc4)CC3)nc12	-8%	0%	5%	-1%	-17%	-2%	2.3%	0%
CSCCC(NC(N)=O)C(=O)NCc1ccccc1Cl (stereo unspecified)	0%	5%	7%	1%	-6%	-10%[46.1 µM]	6.1%	11%
Nc1ccccc1S(=O)(=O)NC1=NCCCCC1	-3%	?	-1%	3%	9%	31%	-0.5%	2%
COc1ccc(C2NC(c3ccc(OC)cc3)C(c3ccccc3)C(=O)C2c2ccccc2)cc1 (stereo unspecified)	1%	-6%	6%	4%	-11%	-19%	-0.9%	8%
O=C(O)c1ccc(NC2=C(N3CCOCC3)C(=O)c3ccccc3C2=O)cc1	-2%	-1%	?	5%	?	-38%	-0.9%	6%
CCOc1ccc(S(=O)(=O)NCCC(=O)NCc2ccco2)cc1	-1%	6%	6%	-12%	4%	-3%[46.1 µM]	-0.7%	17%
CC(C)(Oc1ccc(Cl)cc1)C(=O)OCC(=O)Nc1ncc(Cl)cc1Cl	-1%	0%	6%	7%	-15%	-6%[46.1 µM]	-0.9%	1%
C/C=C(\C)C(=O)N[C@@H](C)CN1C2=NC[C@H](C(C)C)N2C[C@H]1Cc1ccc(OC)cc1	-1%	9%	0%	5%	-4%	20%	0.2%	-5%
COc1cccc(NC(=O)COc2ccc3c(c2)CCC3)c1	-2%	7%	0%	-7%	-14%	-1%	-1.2%	4%
O=[N+]([O-])c1ccc2c(c1)oc1ccccc12	2%	-4%	6%	5%	-2%	-6%[46.1 µM]	-1.1%	-5%
COCCn1c(SCC(=O)Nc2ccccc2)nc2c1c(=O)[nH]c(=O)n2C	-1%	5%	-5%	9%	-2%	3%	-1.0%	4%
COc1ccc(CNC(=O)c2cc(C3CC3)on2)cc1	-3%	0%	2%	0%	-1%	7%[46.1 µM]	1.7%	3%
CCC1CCCCN1C(=O)CSc1nnc(CNC(=O)c2cc(OC)c(OC)c(OC)c2)o1 (stereo unspecified)	1%	-10%	-8%	-22%	0%	-12%[46.1 µM]	2.9%	0%
COc1ccc(N=Cc2c(O)c3ccccc3oc2=O)cc1	-1%	1%	-1%	-17%	-1%	-31%	-1.0%	6%
Cc1ccc(S(=O)(=O)/N=C/c2cc(Br)ccc2O)cc1	0%	-11%	0%	-6%	1%	6%	-2.2%	-1%
Cc1ccc(N2CCN(c3nc4c(S(=O)(=O)c5ccc(C)c(C)c5)nnn4c4ccccc34)CC2)c(C)c1	4%	.	1%	5%	1%	.	-1.2%	.
Cc1ccc(SCc2cc(=O)[nH]c(N3CCOCC3)n2)cc1	0%	2%	5%	2%	1%	-1%[46.1 µM]	1.0%	2%
O=C(Nc1ccc(N2CCOCC2)cc1)C1CC1	-1%	7%	-2%	2%	0%	-5%[46.1 µM]	0.0%	-8%
CC(=O)c1ccc(NC(=O)c2cc(C)nc3c2c(C)nn3-c2ccc(C)cc2)cc1	-28%	.	-15%	6%	?	.	?	.
Cc1ccc(-c2nc(NC(=O)c3nn(C)cc3[N+](=O)[O-])sc2C)cc1C	-2%	7%	?	-16%	?	-8%[46.1 µM]	0.5%	6%

Screening results as filed in PubChem BioAssay.
